Compound activity from PubChem BioAssay.
MBNL1-CUG inh – qHTS Assay for Inhibitors of MBNL1-poly(CUG) RNA binding; Muscleblind-like protein 1 (Homo sapiens), Q9NR56; TR-FRET MBNL1-His/biotin-(CUG)12 binding, 665/545 ratio; Potency, µM (titrated, usually from 57.5 µM), for inactives: at the top dose activity change, negative = inhibition, hits mostly inhibitors; actives 0.036% (n = 280,000); active = well fitted inhibition curve with a large enough effect in the signal ratio, with a control signal flat, not every such curve was filed as active; inconclusive = small, poorly fitted or top-dose-only effect, or effect the other way, or a change in a side signal; inactive = no such curve, though single readings can be large or run the other way; the % refers to the signal ratio; note: % is set by controls: 0 for no effect and ±100 for the full control effect
Target sequence (Q9NR56 whole entry, looked up): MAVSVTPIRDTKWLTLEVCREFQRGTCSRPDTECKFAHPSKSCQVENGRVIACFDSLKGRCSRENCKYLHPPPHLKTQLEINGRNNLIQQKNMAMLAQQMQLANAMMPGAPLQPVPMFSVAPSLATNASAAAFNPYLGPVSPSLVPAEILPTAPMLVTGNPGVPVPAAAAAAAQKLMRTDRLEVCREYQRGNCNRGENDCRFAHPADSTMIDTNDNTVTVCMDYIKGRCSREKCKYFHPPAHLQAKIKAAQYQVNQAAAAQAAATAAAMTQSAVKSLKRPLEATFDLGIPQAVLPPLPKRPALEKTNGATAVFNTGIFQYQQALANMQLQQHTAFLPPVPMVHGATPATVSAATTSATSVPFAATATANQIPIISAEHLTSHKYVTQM
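Ratiometric TR-FRET (665 over 545 nm, excitation 340 nm) tracks disruption of MBNL1-His/biotin-(CUG)12 complex after 60 min at room temperature, with compounds at 92 nM to 58 uM final.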
Gal4-VP16 FLuc – VP16 counterscreen qHTS for inhibitors of ROR gamma transcriptional activity; Potency, µM (titrated, usually from 53.6 µM), without a hit: at the highest dose activity, negative = inhibition, actives largely listed as inhibitors; AID 2546, 2010; actives 3.5% (n = 310,000); Drosophila S2 Gal4-VP16 UAS-luciferase, luminescence, 20 h;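 note: Gal4-VP16 expression switched on by copper sulfate through the metallothionein promoter; % is set by controls: 0 for no effect and ±100 for the full control effect; nearly all actives have a fitted effect of over 50% in size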
Rab9 promoter act – qHTS Assay for Rab9 Promoter Activators. Huh7 Rab9 promoter-luciferase reporter, luminescence, 24 h. Potency, µM (titrated, usually from 9.22 µM), inactives show at the highest dose activation, negative = inhibition, usual class: activators. actives 2.8% (n = 320,000). AID 485297, 2010; note: % of control where 0% means no effect; nearly all actives have a fitted effect of over 60% in size
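Huh7 cells stably carrying a Rab9 promoter-luciferase reporter, 1500 cells per well in OP-MEM I with 10% FBS, treated with compound 24 hours at 37C. Luciferase activity read by luminescence after 10 minutes with Amplite reagent.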
RORgamma inh – qHTS for inhibitors of ROR gamma transcriptional activity | Nuclear receptor ROR-gamma (Mus musculus), P51450 | Drosophila S2 Gal4-RORgamma UAS-luciferase reporter, 20 h | Potency, µM (highest dose often 53.6 µM), for the others: at the highest dose activity change, negative = inhibition, actives largely listed as inhibitors | actives 5.4% (n = 310,000); note: % is set by controls: 0 for no effect and ±100 for the full control effect; nearly all actives have a fitted effect of over 60% in size
Target sequence (P51450 whole entry, looked up, the tested form may be a part): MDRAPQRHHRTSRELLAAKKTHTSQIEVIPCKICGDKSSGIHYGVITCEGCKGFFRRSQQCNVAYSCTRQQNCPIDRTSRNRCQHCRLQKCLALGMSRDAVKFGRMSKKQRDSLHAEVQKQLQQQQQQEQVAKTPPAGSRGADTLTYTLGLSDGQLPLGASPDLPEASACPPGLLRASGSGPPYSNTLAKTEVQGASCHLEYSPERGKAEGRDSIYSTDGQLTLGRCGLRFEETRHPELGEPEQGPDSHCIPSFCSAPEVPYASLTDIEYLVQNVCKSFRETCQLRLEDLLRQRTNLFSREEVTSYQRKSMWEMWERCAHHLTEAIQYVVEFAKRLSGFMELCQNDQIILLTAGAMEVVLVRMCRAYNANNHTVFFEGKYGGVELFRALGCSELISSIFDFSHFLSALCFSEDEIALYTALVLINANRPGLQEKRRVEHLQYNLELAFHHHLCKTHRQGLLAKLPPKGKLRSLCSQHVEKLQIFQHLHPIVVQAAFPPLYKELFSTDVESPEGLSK
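Compounds are pin-transferred onto Drosophila Schneider cells expressing a copper-inducible Gal4–ROR gamma transactivation domain fusion. After 1 hr, copper sulfate is added to 700 uM final; luciferase is read 20 hr later.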
p53 reactivation – qHTS assay for re-activators of p53 using a Luc reporter; Potency, µM (top dose mostly 92.2 µM), without a hit: top-dose activity change, positive = activation, usual class: activators; actives 0.063% (n = 320,000); AID 504706, 2011; H1299 p53-A138V BP100-luciferase reporter, luminescence, 24 h; note: % of control where 0% means no effect; nearly all actives have a fitted effect of over 45% in size
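H1299 (p53-null), stable ts p53-A138V + BP100-Luc; 1000 cells/well, Opti-MEM/10% FBS; cpd 4 pt, 1:5; 24 h, 37 deg C, 5% CO2; detection reagent 10 min RT; luminescence.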
ELG1 genotoxic – qHTS screen for small molecules that induce genotoxicity in human embryonic kidney (HEK293T) cells expressing luciferase-tagged ELG1. HEK293T ELG1-luciferase reporter, luminescence, 16 h. Potency, µM (highest dose often 46 µM), inactives show at the highest dose activity change, positive = activation, actives largely listed as activators. actives 1.3% (n = 330,000); note: % of control where 0% means no effect; nearly all actives have a fitted effect of over 60% in size
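HEK293T cells expressing luciferase-tagged ELG1 were exposed to compound or DMSO vehicle for 16 hr at 37 °C and 5% CO2. Luciferase activity was then measured with ONE-Glo after 30 min at room temperature.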
uPA generation – qHTS for Inhibitors of Cell Surface uPA Generation; cell surface uPA generation assay, qHTS; Potency, µM (top dose mostly 38.3 µM), for inactives: top-dose activity change, negative = inhibition, hits mostly inhibitors; actives 0.31% (n = 330,000); active = well fitted inhibition curve with a large enough effect; inconclusive = small, poorly fitted or top-dose-only effect; inactive = no such curve, though single readings can be large or run the other way; tested in mouse RAW 264.7 cells; note: % is set by controls: 0 for no effect and ±100 for the full control effect; nearly all actives have a fitted effect of over 55% in size
BRCA1 expr act – qHTS Assay to Identify Small Molecule Activators of BRCA1 Expression; Potency, µM (titrated, usually from 46.1 µM), inactives show at the top dose activation, actives largely listed as activators; actives 1.1% (n = 380,000); AID 624202, 2012; MCF7-BRCA1-FFLuc reporter, luminescence, 48 h; response scale: scaled: vehicle 0%, 10 µM genistein 100%; note: nearly all actives have a fitted effect of over 80% in size; some results filed as inactive show a strong effect at the top dose
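Cells: MCF7-BRCA1-FFLuc, 2000/well. Exposure: 48 h, 37 °C, 5% CO2. Read: luminescence, 15 min post-substrate. Controls: genistein 10 microM (maximal activation), DMSO (neutral).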
FLuc counter – qHTS profiling assay for firefly luciferase inhibitor/activator using purifed enzyme and Km concentrations of substrates (counterscreen for miR-21 project); Potency, µM (series often up to 57.5 µM), inactives show at the highest dose activity change, negative = inhibition, hits mostly inhibitors; Luciferin 4-monooxygenase (Photinus pyralis), P08659; actives 6.9% (n = 360,000); purified FLuc, Km substrates, luminescence inhibition; AID 588342, 2011;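 note: plate controls were vehicle for no effect and reference inhibitor for full effect; nearly all actives have a fitted effect of over 55% in size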
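Purified P. pyralis luciferase (10nM final) with 10uM D-luciferin and 10uM ATP (Km levels) in 50mM Tris acetate pH 7.5, 10mM Mg acetate, 0.01% Tween-20, 0.05% BSA; qHTS 6-point titration, ~60 µM downward; luminescence read.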
NPC1 prom act – qHTS Assay for NPC1 Promoter Activators | actives 2.4% (n = 320,000) | Huh7 NPC1 promoter luciferase reporter, 24 h | AID 485313, 2010 | Potency, µM (highest dose often 9.22 µM), inactives show top-dose activation, actives largely listed as activators;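 note: % of control where 0% means no effect; nearly all actives have a fitted effect of over 60% in size; reporter is driven by a mutant NPC1 promoter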
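Stable NPC1-promoter luciferase Huh7 line; cpd (DMSO) 24 h, 37 °C, 5% CO2; Amplite luciferase reagent 10 min RT; luminescence readout. qHTS format.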
* hit, by the source's call; u = inconclusive; x = no result given; [ ] = dose if it differs, or a comment. Unless noted, calls come from the whole dose curve; as a rule, active = well fitted curve in the direction sought with a large enough effect; inconclusive = small, poorly fitted or top-dose-only effect, or another doubt; inactive = no such curve, though single readings can be large; an effect the other way counts as inactive or inconclusive. Potency is the fitted concentration of half-maximal effect.

SMILES | MBNL1-CUG inh | Gal4-VP16 FLuc | Rab9 promoter act | RORgamma inh | p53 reactivation | ELG1 genotoxic | uPA generation | BRCA1 expr act | FLuc counter | NPC1 prom act
N#C/C(=C/c1cccc(O)c1)C(=O)NCc1ccc(Cl)cc1 | -5% | u | 3% | u | -15% | 10% | 1% | -29% | -4% | 11%
O=C(COC(=O)Cc1ccsc1)NCc1ccc(Cl)cc1 | -7% | 3% | -3% | -12% | 1% | 2% | 4% | 15% | 2% | -2%
Cc1ccc(S(=O)(=O)NC2CC2)s1 | -8% | -58% | -1% | u | -15% | -6% | -14% | -4% | -1% | 0%
CCOC(=O)c1[nH]nc(-c2c(O)cc(C)cc2O)c1-c1csc(C)n1 | -9% | -8% | -2% | -13% | -1% | -1% | 6% | 4% | 3% | 1%
Cc1cccc(N2CCN(C(=O)CNC(=O)Cc3ccccc3)CC2)c1C | x | x | x | x | 5% | -4% | 8% | -28% | x | x
Cc1ccc(N2CCN(CCCCN3C(=O)C4CCCN4C3=O)CC2)cc1 (stereo not given) | -9% | -12% | 1% | -2% | -5% | 1% | 0% | -8% | 0% | 1%
CCN(CC)C(=O)OCc1c(-c2cccc(OC)c2)ncc2ccccc12 | x | x | 1% | x | -14% | -6% | 1% | -16% | -14% | -4%
CCOc1cc(C(=O)N/N=C/C2CC=CCC2)cc(OCC)c1OCC (stereo not given) | 1% | 1% | -12% | -43% | 2% | 2% | -5% | -62% | -3% | -3%
CCCCNC(=O)c1cn(CC(C)C)c(=O)c2c1c1ccccc1n2C | 4% | -8% | 4% | -4% | -4% | 0% | -12% | -4% | -2% | -4%
Cc1ccccc1CN1CCN(CC(=O)NC(C)c2ccccc2)CC1 (stereo not given) | -3% | -3% | -1% | 3% | x | -6% | 5% | 2% | 2% | -1%
CCN1CCN(C(=O)CN(CC)S(=O)(=O)c2ccc(F)cc2)CC1 | -9% | 2% | 1% | -44% | 1% | -3% | 2% | -4% | 7% | 1%
Oc1c(Br)cc(Br)cc1C=NCc1ccccc1 | 7% | -30% | 10% | u | 5% | -1% | -5% | -34% | u | 0%
COc1ccc(/C=N/NC(=O)C(=O)N2CCCCCC2)cc1O | u | -26% | -1% | -3% | 9% | -1% | -3% | -3% | -5% | 8%
Cc1c(C)c2ccc(OCC(=O)N3CCC(C(=O)O)CC3)c(C)c2oc1=O | 10% | -15% | 1% | -16% | 2% | 0% | -23% | -10% | 24µM* | -7%
COc1ccc(CCNS(=O)(=O)c2cc3c4c(c2)CCN4C(=O)CC3)cc1OC | x | x | 6% | x | -4% | -2% | -7% | -21% | -1% | -3%
COc1cc2c(C#N)c(N3CCN(c4ccccc4OC)CC3)nc(N)c2c(N)n1 | 7% | 0% | -8% | -19% | -4% | -9% | -15% | -81%[inhibitor] | 24µM* | 0%
COCc1ccc(C(=O)N2CCCC(C(=O)c3ccc(SC)cc3)C2)o1 (stereo not given) | 3% | -3% | 4% | u | -18% | 0% | -6% | -84% | 3% | -2%
OCCn1c(Cl)nc2ccccc21 | u | 11% | -4% | -30% | 0% | 0% | 1% | -27% | 0% | -8%
Cc1cc(C(F)F)nn1CC(=O)NCc1ccco1 | -10% | 0% | -3% | 5% | 0% | -1% | 3% | -14% | 1% | -1%
Cc1csc(NC(=O)c2cncc(Br)c2)n1 | -15% | -27% | 1.1µM* | u | -3% | u | u | u | 9.5µM* | 2.8µM*
COc1ccccc1-n1cn[nH]c1=S | -1% | 10% | 0% | -37% | 8% | 4% | -6% | -7% | 4% | 1%
Cc1cc(/C(N)=N/OC(=O)c2ccc(Cl)cc2)no1 | -11% | -8% | 3.2µM* | -3% | 14% | 12µM* | -2% | 7.9µM* | 1.5µM* | 3.5µM*
CCOc1ccccc1OCC(=O)Nc1nc2ccccc2[nH]1 | -6% | u | 12% | 5.6µM* | -1% | -3% | 1% | -1% | 15µM* | -1%
COc1ccc(Cl)cc1NC(=O)CN(C)C(=O)/C=C/c1ccco1 | x | x | x | x | -3% | 1% | -6% | -47% | x | x
CC(C)OC(=O)CSc1nnc(-c2ccncc2)n1N | 4% | -5% | -10% | 9% | 2% | -1% | -1% | 10% | 9% | -1%
COc1ccccc1C(=O)NCCC(=O)NCc1ccncc1 | x | x | -1% | x | 2% | 3% | 3% | -11% | -1% | 0%
C/C(=N\NC(=O)c1csc(C)c1C)c1ccc(Cl)s1 | -6% | -3% | u | -7% | 9% | u | 2% | 71% | u | u
COc1ccc(C(O)CNc2ccc(C)cc2)cc1 (stereo not given) | 0% | 0% | 7% | 16% | 5% | 1% | 4% | -15% | -1% | 15%
CCOCc1nnc(NC(=O)C2c3ccccc3Oc3ccccc32)s1 | 3% | -8% | 2% | -42% | 5% | -1% | 8% | -10% | -4% | -1%
O=C(O)CCC(=O)Nc1ccc(-c2nnc(-c3ccco3)o2)cc1 | 8% | 0% | -9% | -14% | 3% | 3% | 0% | 4% | u | 2%
CC(C)CC(NC(N)=O)C(=O)NCCc1ccc(Cl)cc1 (stereo not given) | -6% | -4% | -6% | 11% | 5% | -3% | x | 0% | 1% | -3%
COc1cccc(-n2c(C)nnc2SCC(=O)Nc2ccccc2N2CCOCC2)c1 | -3% | -7% | -2% | 0% | -13% | -3% | -1% | 1% | -3% | -4%
Cc1cccc(C(=O)NNC(=O)CCC(=O)Nc2cccc(Cl)c2C)c1 | x | 0% | 0% | 9%[10 µM] | -2% | 4% | -2% | 22% | 1% | -1%
COc1ccccc1C(=O)Oc1ccccc1C(=O)Nc1ccccc1 | -11% | -5% | 26% | 33% | 13% | -1% | -1% | 73% | u | 15%
Cc1cc(C(=O)CSc2nnnn2-c2ccccc2)c(C)n1CC1CCCO1 (stereo not given) | -2% | -2% | 1.6µM* | -1% | u | u | 7% | u | 2.7µM* | 2.5µM*
Cc1cc(C)c(C#N)c(SCCN2CCCCC2)n1 | -3% | 3% | 2% | -18% | -3% | 0% | 1% | -3% | -1% | 0%
COc1ccc(C(CC(=O)Nc2ccc(F)cc2)c2ccccc2)cc1 (stereo not given) | 3% | -3% | 2% | u | 7% | -8% | 5% | 2% | -19% | 2%
COc1ccc(-c2nc3c4ccccc4[nH]c(=O)n3n2)cc1 | -4% | 16% | x | 15% | x | x | x | 54% | 8.5µM* | x
CCOC(=O)N1CCN(C(=O)CSc2nc(CC)nc3c2c(=O)n(C)c(=O)n3C)CC1 | x | -21% | 7% | -16% | -5% | -8% | -8% | -3% | -1% | 1%
CCCN1C(=O)/C(=C/c2ccc(N3CCCC3)c(C)c2)NC1=S | u | -3% | 0% | 24% | 5% | 3% | -3% | -35% | u | 0%
CN(C(=O)CSc1ncnc2ccccc12)C1CCCCC1 | x | x | 3.5µM* | x | u | u | -8% | u | 15µM* | u
Cc1ccc(C)c(N2CCN(C(=O)CNS(=O)(=O)c3cccs3)CC2)c1 | -4% | -6% | -5% | 19% | 0% | -8% | 2% | -30% | 2% | -1%
C/C(=N\OCC(=O)Nc1ccc(OC(F)(F)F)cc1)c1ccc2c(c1)OCCO2 | -3% | u | 0% | u | 0% | -4% | -6% | 15% | 0% | -5%
Cc1ccc(N=Nc2c(O)n(CN3CCOCC3)c3ccccc23)cc1 | 10% | -8% | 0.4µM* | 23% | 3% | 3.7µM* | 0% | 49% | 2.7µM* | 1.4µM*
Cc1ccc(S(=O)(=O)N2CCCN(c3nccc(C(F)(F)F)n3)CC2)cc1 | -5% | -1% | -1% | 16% | -3% | -6% | 5% | -24% | -1% | 2%
COc1ccc(C(=S)Nc2ccc(C)cc2)cc1 | -4% | 13% | 2.8µM* | 13µM* | 22% | 29% | -3% | u | 2.4µM* | 2µM*
O=C(O)CCN1C(=O)/C(=C2\C(=O)N(Cc3ccc(F)cc3)c3ccccc32)SC1=S | -9% | 2% | -7% | -18% | -4% | 10% | -5% | 0% | 0% | -2%
O=C(CN1C(=O)C2C3C=CC(C3)C2C1=O)Nc1nc(SCc2ccc(Cl)cc2)n[nH]1 (stereo not given) | -12% | 1% | 3% | -33% | 11% | -2% | 0% | 33% | u | -2%
O=c1c(O)c(-c2cccs2)oc2ccc(Cl)cc12 | 6% | u | 3% | 11µM* | 18% | -4% | -1% | -80% | u | 0%
